# D1 potentiator: enhances dopamine response at the human D1 receptor; P21728; HEK293 TREx D1 cells, calcium flux, dopamine EC20 potentiation; potentiation, % at 10 µM; 360,000 compounds, 0.036% hits; AID 504651; in the data active = potentiation above about 30%; note: 0% is about no effect
# TRHR agonist: agonists of human TRH receptor | P34981 | TRHR cells, calcium flux fluo-8, FDSS agonist mode | activation, % at 2 µM | 360,000 compounds, 0.18% hits; in the data active = activation above about 30%; note: 0% is about no effect
#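 Read-out: compound-evoked intracellular calcium rise in TRHR cells, fluo-8 dye, kinetic FDSS fluorescence at 1 s/cycle following a 10-cycle baseline. Cells cultured overnight before dye loading (30 min–1.5 h, RT).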
# D1 antag: human D1 dopamine receptor antagonism; HEK293 TREx D1 cells, calcium flux, dopamine EC80; stronger effect = lower value; P21728; 360,000 compounds, 3.2% hits; activity change, negative = inhibition, % at 10 µM; AID 504652; in the data active = activity change below about -30%; note: % is set by controls: 0 for no effect and ±100 for the full control effect
#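 Using tetracycline-induced force-coupled D1 Hek293 cells and a calcium dye, signals were followed for 180 s after compound, then for 180 s after EC80 dopamine, to detect inhibitors.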
# TRHR PAM: allosteric enhancers of human TRH receptor. P34981. TRHR cells, fluo-8 calcium fluorescence, EC20 TRH enhancement. enhancement, % at 2 µM. 360,000 compounds, 0.66% hits; in the data active = enhancement above about 30%; note: 0% is about no effect
#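 TRHR-expressing cells loaded with fluo-8 calcium dye were read kinetically (ex 480/em 530) during compound addition, then stimulated with an EC20 of TRH (10 nM final). Enhancement of the Gq-mediated intracellular calcium response was scored.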
# D1 agonist: agonists of human D1 dopamine receptor. activation, % at 2 µM. 360,000 compounds, 1% hits. P21728. AID 504660. HEK293 T-REx D1 cells, calcium flux, agonist mode; in the data active = activation above about 30%; note: 0% is about no effect
#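 Agonism was scored from calcium flux recorded over 180 s (1 read/s) after pintool compound addition, following a 10-cycle baseline. Cells were inducible force-coupled HEK293 TREx D1, plated overnight at 30 C and loaded with no-wash calcium dye.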
# RXFP1 ag: agonists of human relaxin receptor RXFP1; HEK293T-RXFP1 cAMP TR-FRET, 30 min; response scale: percent of porcine relaxin response, buffer zero; Potency, µM (doses to about 57.5 µM), without a hit: at the highest dose activation, hits mostly activators; 370,000 compounds, 0.3% hits; note: potency is the fitted concentration of half-maximal effect; % is set by controls: 0 for no effect and ±100 for the full control effect; nearly all actives have a fitted effect of over 60% in size; many of its hits are not listed in these tables
# Target sequence (Q9HBX9 whole entry, looked up): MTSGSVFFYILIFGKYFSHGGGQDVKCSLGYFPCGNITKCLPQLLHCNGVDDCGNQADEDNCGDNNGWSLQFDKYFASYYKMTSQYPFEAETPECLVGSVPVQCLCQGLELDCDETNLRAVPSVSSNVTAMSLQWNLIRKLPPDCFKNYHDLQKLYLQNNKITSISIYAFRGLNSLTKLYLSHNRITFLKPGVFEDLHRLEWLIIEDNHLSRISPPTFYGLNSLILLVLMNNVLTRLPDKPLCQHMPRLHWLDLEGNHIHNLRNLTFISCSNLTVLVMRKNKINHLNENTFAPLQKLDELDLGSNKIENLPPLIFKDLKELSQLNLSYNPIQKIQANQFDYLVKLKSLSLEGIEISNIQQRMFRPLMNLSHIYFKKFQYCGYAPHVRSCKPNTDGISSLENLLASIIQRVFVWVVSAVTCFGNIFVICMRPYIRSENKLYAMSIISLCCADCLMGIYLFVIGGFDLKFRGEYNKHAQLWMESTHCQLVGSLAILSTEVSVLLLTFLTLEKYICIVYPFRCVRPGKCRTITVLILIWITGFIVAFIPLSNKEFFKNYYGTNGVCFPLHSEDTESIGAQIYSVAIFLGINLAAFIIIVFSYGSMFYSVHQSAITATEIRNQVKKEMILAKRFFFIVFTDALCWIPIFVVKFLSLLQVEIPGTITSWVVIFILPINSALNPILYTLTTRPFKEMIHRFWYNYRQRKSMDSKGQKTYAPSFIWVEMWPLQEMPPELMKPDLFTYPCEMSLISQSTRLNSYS
#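 HEK293 cells stably expressing RXFP1, treated 30 min at 37C with compounds plus PDE4 inhibitor Ro 20174; cAMP measured by HTRF TR-FRET. Normalized to buffer and 29 nM porcine relaxin; EC50 by Hill fit.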
# RXFP1 antagonist: antagonists of human relaxin receptor RXFP1. Q9HBX9. HEK293-RXFP1, relaxin-stimulated cAMP HTRF, 30 min; stronger effect = lower value. 350,000 compounds, 0.59% hits. activity change, negative = inhibition, % at 57.5 µM;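 active = activity change of -60% or lower, but not beyond a set lower limit; inconclusive = change between -60% and -40%, or beyond the set limit; inactive = change above -40%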; note: % is set by controls: 0 for no effect and ±100 for the full control effect
# D2 potentiator: D2 dopamine receptor (human) potentiation. P14416. HEK293 T-REx D2, calcium flux, EC20 dopamine potentiation. potentiation, % at 10 µM. 340,000 compounds, 0.34% hits;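 active = potentiation over 3 SD above the plate norm, cut at about 30% in these data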; note: 0% is about no effect
#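 Potentiation of an EC20 dopamine calcium response is measured in a force-coupled, tetracycline-inducible Hek293 Trex D2 line. Compound-only kinetic reads over 180 s flag agonists before dopamine addition.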
# Anesthetic bind: binds horse apoferritin like a general anesthetic; apoferritin/1-aminoanthracene competitive binding, fluorescence; P02791; 350,000 compounds, 0.074% hits; Potency, µM (doses to about 77.5 µM), for inactives: top-dose activity change, negative = displacement, usual class: inhibitors; note: potency is the fitted concentration of half-maximal effect; % is set by controls: 0 for no effect and ±100 for the full control effect; nearly all actives have a fitted effect of over 20% in size
# Target sequence (P02791 2-175 limits assumed): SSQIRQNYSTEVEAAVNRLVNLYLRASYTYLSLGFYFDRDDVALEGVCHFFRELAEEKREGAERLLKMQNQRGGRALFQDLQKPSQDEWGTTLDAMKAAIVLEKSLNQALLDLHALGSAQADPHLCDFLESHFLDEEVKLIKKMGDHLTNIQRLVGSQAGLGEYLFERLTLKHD
#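 Horse-spleen apoferritin (10 uM) was mixed with 50% saturated 1-aminoanthracene in PBS, exposed to compounds for 10 min at room temperature, and read for fluorescence (ex 380 nm, em 535 nm). Competitive displacement was fitted with a four-parameter Hill equation.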
# * hit, by the source's call; u = inconclusive; x = no result given; [ ] = remark or other dose. Unless noted, calls come from the whole dose curve; as a rule, active = well fitted curve in the direction sought with a large enough effect; inconclusive = small, poorly fitted or top-dose-only effect, or another doubt; inactive = no such curve, though single readings can be large; an effect the other way counts as inactive or inconclusive. This is a subset; rates above refer to the full screens.
(1) COC(=O)C1=C(c2ccc(C(C)=O)cc2)C[C@@H]2CC[C@H]1N2C(=O)N1CCC(O)(c2ccc(Cl)cc2)CC1
(2) CC(C)C/C(=N/O)c1cn(C)c2ccccc12
(3) Cc1ccc(CN2C(=O)NC(=O)C3(Cc4c(nc5ccccn5c4=O)N4CCCCCC43)C2=O)cc1 (stereo unspecified)
(4) CCn1cc(/C=c2/sc3n(c2=O)C2c4ccccc4OC(C)(N=3)C2C(=O)OC)c(C)n1 (stereo unspecified)
(5) N=c1ccccn1Cc1ccccc1
(6) O=c1c2ccccc2nc(-c2ccccc2Cl)n1-c1cccc(O)c1

entry no.	1	2	3	4	5	6
D1 potentiator	2.3	-0.8	11.2	-10.4	-2.9	-2.6
TRHR agonist	0.5	-1.2	0.9	-0.8	0.0	-0.2
D1 antag	-3.7	10.0	27.3	-15.2	8.2	3.3
TRHR PAM	-5.9	-6.2	-1.9	3.0	4.1	0.4
D1 agonist	-1.5	2.5	2.8	0.4	2.9	0.5
RXFP1 ag	0.3%	1.9%	0.4%	2.7%	-0.5%	-0.6%
RXFP1 antagonist	x	6.0	u	-32.4	7.6	-0.4
D2 potentiator	x	16.0	6.1	2.2	22.4	2.7
Anesthetic bind	x	u	0.4%	-10.7%	-6.7%	-2.1%

(7) CCOc1ccccc1-n1c(O)c(C=Nc2c(C)n(C)n(-c3ccccc3)c2=O)c(=O)[nH]c1=O
(8) CCOC(=O)C1CCCN(c2ccc([N+](=O)[O-])c3nonc23)C1 (stereo unspecified)
(9) CN(C)C(=O)Oc1ccc(Br)cc1C(=O)Nc1ccc(F)c(Cl)c1
(10) CCCCSP1(=S)NCCCN1
(11) C=CCN(CC#CCOc1ccccc1OC)CC=C
(12) CCCC(=O)c1ccc(CP(=O)(OCC)OCC)o1

entry no.	7	8	9	10	11	12
D1 potentiator	1.8	15.1	-3.2	-1.2	-3.8	-0.8
TRHR agonist	1.9	247.8*	-1.1	-0.5	-0.6	0.4
D1 antag	5.5	-28.6	-7.5	-12.3	x	-6.9
TRHR PAM	18.3	33.0*	2.6	0.7	3.8	2.2
D1 agonist	3.2	752.3*	0.8	-0.2	-0.4	2.3
RXFP1 ag	0.4%	11.6%	0.3%	-2.3%	0.4%	-0.5%
RXFP1 antagonist	2.8	8.2	-14.7	-7.9	x	3.6
D2 potentiator	5.1	-7.6	8.9	-1.9	-3.1	2.1
Anesthetic bind	-16.5%	4.2%	5.6%	-13.8%	-5.6%	-2.2%

# Among those listed so far, these have sulfur:
(4) CCn1cc(/C=c2/sc3n(c2=O)C2c4ccccc4OC(C)(N=3)C2C(=O)OC)c(C)n1 (stereo unspecified)
(10) CCCCSP1(=S)NCCCN1

entry no.	4	10
D1 potentiator	-10.4	-1.2
TRHR agonist	-0.8	-0.5
D1 antag	-15.2	-12.3
TRHR PAM	3.0	0.7
D1 agonist	0.4	-0.2
RXFP1 ag	2.7%	-2.3%
RXFP1 antagonist	-32.4	-7.9
D2 potentiator	2.2	-1.9
Anesthetic bind	-10.7%	-13.8%

# Carrying on:
(13) CCOP(=O)(OCC)C(NC(=O)C(C)C)C(Cl)(Cl)Cl (stereo unspecified)
(14) C=CCn1c(O)c(C(CC)=Nc2cccc(C(F)(F)F)c2)c(=O)[nH]c1=O
(15) CCOC(=O)C1CCN(C=C2C(=O)N(C)C(=S)N(C)C2=O)CC1
(16) Cc1cc(N2C(=O)C3CCCN3C2c2ccccc2)no1 (stereo unspecified)
(17) N/C(=N\N=C/c1ccc(-c2ccc(O)c(C(=O)O)c2)o1)N[N+](=O)[O-]
(18) CCOC(=O)C1=C(C)N(C)C2(C)CC1c1ccccc1O2 (stereo unspecified)

entry no.	13	14	15	16	17	18
D1 potentiator	1.2	-2.4	5.7	-7.4	-2.7	2.4
TRHR agonist	-0.1	-0.2	-0.5	-0.5	0.5	-0.8
D1 antag	5.9	-1.9	16.7	11.2	-5.0	3.1
TRHR PAM	-11.4	10.7	-1.6	2.8	28.1	-9.5
D1 agonist	-2.5	2.7	-0.4	-0.1	0.3	2.2
RXFP1 ag	-0.3%	0.6%	0.8%	0.5%	0.2%	-0.8%
RXFP1 antagonist	-8.0	0.6	-6.3	14.7	-24.4	0.5
D2 potentiator	-2.3	-4.4	-2.8	12.0	20.0	-0.8
Anesthetic bind	-6.5%	-7.5%	-1.2%	-16.7%	-12.8%	-15.7%

(19) Cn1c(O)c(C=NC2C(=O)C3(C)CCC2C3(C)C)c(=O)n(C)c1=O (stereo unspecified)
(20) CC12CCC3C(CC=C4CC(O)CCC43C)C1C/C(=C\c1cccc(F)c1)C2=O (stereo unspecified)
(21) Cc1cccc(N=Cc2c(O)n(C)c(=O)n(C)c2=O)c1
(22) CCCCCCN=Cc1c(O)n(C)c(=O)n(C)c1=O
(23) O=c1c2ccccc2nc(CNCC2CCCO2)n1-c1ccc(F)cc1 (stereo unspecified)
(24) CCCCc1ccc(C(=O)O)nc1

entry no.	19	20	21	22	23	24
D1 potentiator	-3.0	-4.5	-7.5	-2.0	-2.2	-3.0
TRHR agonist	1.0	0.7	-0.6	0.0	0.0	-1.1
D1 antag	-4.0	6.8	12.8	6.5	9.3	1.3
TRHR PAM	7.5	12.9	0.8	0.4	-4.4	3.0
D1 agonist	9.8	1.2	-1.0	2.0	-0.4	1.0
RXFP1 ag	2.7%	0.5%	5.4%	5.7%	-0.8%	-0.5%
RXFP1 antagonist	-8.7	0.8	1.6	3.2	-15.1	x
D2 potentiator	12.0	-1.7	-0.2	-7.9	7.1	-13.3
Anesthetic bind	1.2%	-0.9%	-5.5%	-18.6%	-13.0%	2.6%[29.3 µM]

(25) CC(N=Cc1c(O)n(C2CC2)c(=S)[nH]c1=O)c1ccccc1 (stereo unspecified)
(26) Cc1ccc2c(c1)CNc1ccccc1O2
(27) CC1CCCCN1CC(O)c1c[nH]c2ccccc12 (stereo unspecified)
(28) c1ccc(CCNCc2cccs2)cc1
(29) O=P(CCl)(Nc1ccccc1)C(Cl)(Cl)Cl (stereo unspecified)
(30) Cc1ncc([N+](=O)[O-])n1CCOc1nonc1N

entry no.	25	26	27	28	29	30
D1 potentiator	-2.4	-4.2	7.8	-1.6	1.4	-4.8
TRHR agonist	-0.1	-1.4	0.2	2.0	-0.1	-1.0
D1 antag	14.8	-2.8	8.2	-14.6	-40.9*	-0.7
TRHR PAM	2.1	-1.2	-2.3	9.5	-4.4	1.4
D1 agonist	1.3	3.3	2.3	13.1	-0.2	4.5
RXFP1 ag	0.7%	0.5%	-0.1%	1.9%	1.9%	-0.5%
RXFP1 antagonist	-1.2	-11.7	-4.9	-0.2	-3.6	-2.0
D2 potentiator	7.3	-2.8	-14.3	2.5	0.1	8.1
Anesthetic bind	-12.9%	u	-10.8%	-12.8%	-10.7%	1.7%

(31) O=[N+]([O-])c1ccc(N2CCNCC2)cc1N1CCCCC1
(32) COc1ccccc1C1=NCc2nnc(C)n2-c2ccc(Cl)cc21
(33) Cc1nc2c(-c3ccc(F)cc3)c(C)nn2c(C)c1CCC(=O)N1CCC2(CC1)OCCO2
(34) Nc1ccccc1C(=O)OCC(=O)Nc1ccc(Br)cc1F
(35) Cc1cccc(N=Nc2ccc(N(C)C)cc2)c1
(36) CCOC(=O)C1(CCc2ccccc2)CCN(Cc2ccc3c(c2)OCCO3)CC1

entry no.	31	32	33	34	35	36
D1 potentiator	1.1	-5.2	-19.4	-6.8	-5.8	-2.9
TRHR agonist	1.2	0.0	-0.6	-1.1	0.5	0.6
D1 antag	-10.8	19.3	2.9	-22.0	12.3	-20.3
TRHR PAM	9.9	-1.8	13.8	4.1	-5.4	24.0
D1 agonist	8.5	1.5	1.4	3.3	2.8	1.6
RXFP1 ag	2.0%	6.8%	-2.0%	4.1%	-0.2%	-2.4%
RXFP1 antagonist	4.5	-3.2	15.3	-12.8	11.5	-25.2
D2 potentiator	-1.2	-2.0	2.3	2.1	x	x
Anesthetic bind	-11.8%	-9.6%	-6.9%	97.9%[activator]	2.2%	-5.7%

# Results in sequence from the entries so far:
# Entries 20–29 in D1 agonist: 1.2, -1.0, 2.0, -0.4, 1.0, 1.3, 3.3, 2.3, 13.1, -0.2

# Next part:
(37) CCOc1cc(C=C2C(=O)NC(=O)NC2=O)ccc1OCC(=O)N1CCOCC1
(38) CCN1CCN(C(=O)COc2ccc(S(=O)(=O)N(C)Cc3ccccc3)cc2)CC1
(39) Cc1c(C(=O)N2CCC3(CC2)OCCO3)sc2ncnc(N3CCN(c4ccccn4)CC3)c12
(40) CCOc1ccc(N2C(=O)/C(=C/c3ccco3)C(=O)NC2=S)cc1
(41) CCN1CCN(C(=O)COc2ccc(S(=O)(=O)N3CCOCC3)cc2Cl)CC1
(42) C=CCc1ccc(OC)cc1

entry no.	37	38	39	40	41	42
D1 potentiator	0.4	-0.5	-5.4	-13.3	-0.8	3.6
TRHR agonist	-0.7	0.4	-1.6	1.0	0.8	0.2
D1 antag	0.1	-2.8	-20.9	-20.0	6.3	-14.6
TRHR PAM	10.8	-2.5	3.0	-5.7	-16.1	2.2
D1 agonist	2.5	2.2	2.8	2.8	0.0	1.8
RXFP1 ag	2.3%	1.4%	2.1%	-2.1%	-2.1%	-0.5%
RXFP1 antagonist	-10.9	2.6	-5.6	-8.7	-3.9	8.9
D2 potentiator	-2.0	0.4	1.6	6.7	-2.6	-1.9
Anesthetic bind	-6.7%	-10.8%	-7.1%	-18.8%	31.6%	2.0%

(43) CC#CP(=O)(OCC)C(O)(c1ccccc1)C(F)(F)F (stereo unspecified)
(44) CCCC12CN3CN(C1)CC(CCC)(C3)C2O (stereo unspecified)
(45) CCCN1CCC(NC2CCC(O)CC2)CC1 (stereo unspecified)
(46) Cc1ccccc1NC(=O)c1cc(-c2ccccc2)n(CCCN2CCOCC2)c1C
(47) O=P(N1CCCCC1)(N1CCCCC1)C(Cl)(Cl)Cl
(48) CCn1c(C)c(C(=O)O)c2cc(OC)ccc21

entry no.	43	44	45	46	47	48
D1 potentiator	-4.8	3.1	-1.1	-4.2	-7.6	-2.8
TRHR agonist	0.7	-0.6	0.0	0.5	0.4	0.1
D1 antag	-23.9	3.5	-20.0	-1.5	4.5	-9.4
TRHR PAM	3.4	-8.4	-5.5	4.2	-0.2	-0.5
D1 agonist	1.2	-0.1	6.3	5.1	0.4	-0.3
RXFP1 ag	2.5%	1.5%	0.6%	0.4%	-2.1%	1.2%
RXFP1 antagonist	-2.9	-0.4	0.6	-8.3	-10.6	-4.6
D2 potentiator	x	6.7	x	-9.7	-13.5	21.5
Anesthetic bind	-15.3%	-6.9%	-4.9%	9.0%	-13.6%	-11.1%

# High-throughput results deposited in PubChem by National Center for Advancing Translational Sciences (NCATS).
